Source: PubChem BioAssay
PP5 primary: PP5 phosphatase inhibitors, primary screen, biochemical, fluorescence; Serine/threonine-protein phosphatase 5 (Homo sapiens), P53041; purified PP5c, OMFP substrate fluorescence; inhibition, % at 6.7 µM; hit rate 0.18% among 320,000;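 active = inhibition above the campaign's mean inhibition across all tested compounds plus 3 SD, cut at about 9.5% in these data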;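 also: 0% = DMSO only and 100% = 100 µM cantharidin control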
GASC-1 inh: inhibitors of GASC-1 histone demethylase, primary screen, biochemical, fluorescence, DELFIA europium. Lysine-specific demethylase 4C (Homo sapiens), Q9H3R0. GST-JMJD2C(1-420) H3K9me3 demethylation. inhibition, % at 2.35 µM. hit rate 0.069% among 330,000;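 active = more than half of a compound's replicate wells show inhibition beyond 50%, single wells judged on their own value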;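 also: signal counts dimethyl H3K9 product captured on neutravidin plate; 0% = median of DMSO wells and 100% = 0.3 times that DMSO median; strong numbers were not always called active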
Target sequence (Q9H3R0 1-420 limits assumed): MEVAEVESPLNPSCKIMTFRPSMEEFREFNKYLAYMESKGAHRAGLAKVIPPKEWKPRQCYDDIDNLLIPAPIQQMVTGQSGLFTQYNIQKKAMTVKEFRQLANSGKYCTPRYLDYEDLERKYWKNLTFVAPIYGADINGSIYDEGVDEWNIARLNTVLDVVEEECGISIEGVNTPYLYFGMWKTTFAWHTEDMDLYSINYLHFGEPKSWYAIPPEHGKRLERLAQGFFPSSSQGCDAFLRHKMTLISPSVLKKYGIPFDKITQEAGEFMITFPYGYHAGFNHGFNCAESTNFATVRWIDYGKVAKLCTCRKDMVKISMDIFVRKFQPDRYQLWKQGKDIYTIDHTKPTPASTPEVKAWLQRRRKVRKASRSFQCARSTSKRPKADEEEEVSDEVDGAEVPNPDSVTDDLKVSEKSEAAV
proCasp3 act: activators of human procaspase-3 D3A mutant, primary screen, biochemical, absorbance, PC-3 D3A mutant, single concentration; activation, % at 8.5 µM; hit rate 0.11% among 330,000; AID 463141, 2010; Caspase-3 (Homo sapiens), P42574; recombinant procaspase-3 D3A, Ac-DEVD-pNA absorbance 405 nm;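 active = activation above the mean of all tested compounds plus 3 SD, cut at about 21% in these data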;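 also: 0% = DMSO alone and 100% = DMSO wells spiked with extra 5 µM PC-3 D3A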
Target sequence (P42574 whole entry D9A/D28A/D175A): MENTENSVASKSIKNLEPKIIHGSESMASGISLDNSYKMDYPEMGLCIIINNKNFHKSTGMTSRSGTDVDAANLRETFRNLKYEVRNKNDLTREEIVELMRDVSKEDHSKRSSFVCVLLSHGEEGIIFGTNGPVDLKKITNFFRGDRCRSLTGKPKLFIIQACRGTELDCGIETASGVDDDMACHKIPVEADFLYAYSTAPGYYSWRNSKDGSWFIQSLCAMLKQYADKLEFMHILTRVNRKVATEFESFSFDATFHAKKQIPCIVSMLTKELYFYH
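Compound: 8.5 µM single point, 0.8% DMSO / Material: Autoprocessing-dead procaspase-3 D3A mutant enzyme / Timing: 1 h preincubation plus 2 h reaction at 25 °C / Medium: Zinc-free HEPES/NaCl buffer with 0.01% Triton X-100 at pH 7.4 / Technique: 405 nm absorbance of p-nitroaniline, reads at 0 and 120 min / Repeats: one well per compound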
HCV core dimer: inhibitors of HCV core protein dimerization, primary screen, biochemical, TR-FRET, high-throughput | TR-FRET GST/Flag-core106 dimerization, 1536-well | inhibition, % at 5 µM | hit rate 0.33% among 300,000;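 active = inhibition above the mean of all tested compounds plus 3 SD, set per screening campaign, cut at about 45% in these data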
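assay system = GST-tagged and Flag-tagged HCV core protein residues 1-106 | controls = unlabelled core106 and no-GST-core106 wells | incubation = compound-protein-antibody incubation 4 h at 22.5 °C | probe or stimulus = Eu donor and XL665 acceptor anti-tag antibodies | read-out = % inhibition based on acceptor/donor emission ratio | signal = TR-FRET 671 and 617 nm emission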
CTSL1 counter: Fasciola hepatica cathepsin L1 inhibitors, primary screen, counter-screen for PFM18AAP inhibitor project, biochemical, QFRET, fluorogenic peptide substrate. recombinant F. hepatica cathepsin L1, Z-Leu-Arg-MCA fluorescence. inhibition, % at 5.96 µM. hit rate 0.49% among 300,000. AID 1906, 2009;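 active = inhibition above the mean of all tested compounds plus 3 SD, set per screening campaign, cut at about 17% in these data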;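 also: 0% = plate median of test compound wells and 100% = 1 µM Z-Phe-Ala-diazomethylketone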
procasp7 counter: procaspase-7 activators, primary screen, counter-screen for procaspase-3 activator project, biochemical, absorbance, HTS, human; Caspase-7 (Homo sapiens), P55210; recombinant procaspase-7, Ac-DEVD-pNA absorbance 405 nm; D23A/D198A/D206A triple mutant, cannot self-cleave; scale: DMSO 0, 5 µM enzyme 100; activation, % at 8.5 µM; hit rate 0.093% among 330,000;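 active = percent activation above the screen-wide mean plus 3 SD, cut at about 25% in these data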
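Replicates: singlicate. Assay system: Procaspase-7 triple mutant (PC-7 D3A). Signal: 405 nm absorbance of p-nitroaniline. Times: 1 h preincubation, 2 h reaction. Buffer or medium: Zinc-free HEPES pH 7.4 with 300 mM NaCl, 0.01% Triton X-100. Also added: DEVD-pNA substrate. Benchmarks: DMSO wells as 0%, DMSO with 5 µM added PC-7 as 100%.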
PP1 inh: PP1-alpha phosphatase inhibitors, primary screen, counter-screen for PP5 inhibitor project, biochemical, fluorescence, OMFP substrate, single point; Serine/threonine-protein phosphatase PP1-alpha catalytic subunit (Homo sapiens), P62136; inhibition, % at 6.7 µM; hit rate 0.9% among 320,000; purified PP1alpha;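 active = inhibition above the mean inhibition of all tested compounds plus 3 SD, computed separately for each screening campaign, cut at about 15% in these data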
Target sequence (P62136 whole entry, looked up): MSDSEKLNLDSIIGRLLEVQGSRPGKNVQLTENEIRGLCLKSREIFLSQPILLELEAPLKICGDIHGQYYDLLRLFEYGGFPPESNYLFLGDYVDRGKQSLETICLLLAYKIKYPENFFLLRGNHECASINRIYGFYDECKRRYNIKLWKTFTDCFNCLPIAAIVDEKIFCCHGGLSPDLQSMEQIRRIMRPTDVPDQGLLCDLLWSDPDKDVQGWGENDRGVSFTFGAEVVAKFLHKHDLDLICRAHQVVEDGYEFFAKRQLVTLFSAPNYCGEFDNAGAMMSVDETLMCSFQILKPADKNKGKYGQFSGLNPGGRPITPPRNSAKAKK
TPT1 inh: Candida albicans TPT1 enzyme inhibitors, primary screen, biochemical, fluorescence polarization; tRNA 2'-phosphotransferase TPT1 (Candida albicans SC5314); recombinant caTPT1, FP RNA substrate dephosphorylation; inhibition, % at 5 µM; hit rate 0.81% among 300,000;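 active = inhibition above the mean of all tested compounds plus 3 SD, set per screening campaign, cut at about 24% in these data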;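 also: plate controls were DMSO alone for no effect and ferristatin control at 100 nM for full effect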
Efflux pump mplx: inhibitors of Candida efflux pumps in yeast, primary screen, S. cerevisiae, Nile Red, multiplex; S. cerevisiae Candida pump triplex; inhibition, % at 10 µM; hit rate 0.44% among 330,000; AID 485275, 2010;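 active = plate passing quality check with inhibition over a set limit, or well fluorescence over plate mean plus 4 SD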;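 also: Nile Red retained in pooled yeast measured as flow cytometry median fluorescence; 0% = buffer negative control and 100% = Enniatin B positive control; higher means more Nile Red kept so more efflux inhibition; some compounds called inactive have numbers as strong as hits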
The depositor's hits bear a star. An unsorted share of the library. About 2.9% of those tested had a hit in this group.

`CCC1CCCCN1C(=O)c1ccc(OC2CCN(C(=O)CCOC)CC2)cc1` (stereo unspecified) gave PP5 primary 2.1, GASC-1 inh -5, proCasp3 act 1, HCV core dimer -17, CTSL1 counter -2, procasp7 counter -4, PP1 inh 1, TPT1 inh -3 and Efflux pump mplx 0.1.
O=C(N/N=C/c1c(O)ccc2ccccc12)c1cccc(C(F)(F)F)c1 was read as PP5 primary -8.5, GASC-1 inh -4, proCasp3 act 14, HCV core dimer 0, CTSL1 counter 3, procasp7 counter -6, PP1 inh -3, TPT1 inh 135* and Efflux pump mplx 0.1.
COc1cccc(C(=O)NCCCNC(=O)c2cccc(OC)c2)c1 was read as PP5 primary 1.5, GASC-1 inh 23, proCasp3 act -2, HCV core dimer 5, CTSL1 counter 2, procasp7 counter -6, PP1 inh -2, TPT1 inh -1 and Efflux pump mplx 0.0.
O=C(O)CCS(=O)(=O)c1cc(Br)cc2c1N(C(=O)C1CC1)CC2 was read as PP5 primary 2.5, GASC-1 inh 3, proCasp3 act 4, HCV core dimer 1, CTSL1 counter 1, procasp7 counter 5, PP1 inh -1, TPT1 inh 1 and Efflux pump mplx -0.1.
For Cc1nn(Cc2ccccc2)c2ncccc12 the results were PP5 primary 4.4, GASC-1 inh inactive, proCasp3 act 10, HCV core dimer -7, CTSL1 counter -2, procasp7 counter 1, PP1 inh -6, TPT1 inh 1 and Efflux pump mplx 0.2.
`CCOc1ccc(S(=O)(=O)N2CCN(C(=O)CN3C(=O)NC(C)(C)C3=O)CC2)cc1` gave PP5 primary 0.4, GASC-1 inh 9, proCasp3 act 5, procasp7 counter 7, PP1 inh 0 and Efflux pump mplx -0.4.
`Cc1noc(C)c1NC(=O)N(C)C[C@H]1Oc2c(NS(=O)(=O)c3cn(C)cn3)cccc2C(=O)N([C@H](C)CO)C[C@@H]1C` gave GASC-1 inh -1, proCasp3 act -1, procasp7 counter 3 and Efflux pump mplx -0.1.
`COc1ccc(/C=C/C(=O)N[C@@H](C)C(=O)O)cc1` gave PP5 primary 1.1, GASC-1 inh 4, proCasp3 act -2, HCV core dimer -4, CTSL1 counter 1, procasp7 counter 0, PP1 inh -2, TPT1 inh 1 and Efflux pump mplx 0.7.
For COc1ccc(-c2nnc(NC(=O)c3ccc4c(c3)OCCO4)o2)cc1 the results were PP5 primary -0.5, GASC-1 inh -1, proCasp3 act 0, HCV core dimer -14, CTSL1 counter 5, procasp7 counter -5, PP1 inh 11, TPT1 inh -3 and Efflux pump mplx -0.1.
`O=C(O)[C@@H]1CCCN1C(=O)c1ccco1` gave PP5 primary 0.2, GASC-1 inh 16, proCasp3 act 1, HCV core dimer 0, CTSL1 counter 3, procasp7 counter -5, PP1 inh -2, TPT1 inh -1 and Efflux pump mplx 0.0.
CNC(=O)NC(=O)C(C)OC(=O)c1oc2ccccc2c1CSc1ccc(Cl)cc1 (stereo unspecified) was read as PP5 primary 3.1, GASC-1 inh -9, proCasp3 act 1, HCV core dimer 3, CTSL1 counter 1, procasp7 counter 7, PP1 inh 1, TPT1 inh 0 and Efflux pump mplx -0.1.
For Cc1onc(-c2c(F)cccc2Cl)c1C(=O)OCC(=O)NC(=O)NCC(C)C the results were PP5 primary 1.4, GASC-1 inh 32, proCasp3 act 6, HCV core dimer 4, CTSL1 counter 4, procasp7 counter 9, PP1 inh 2, TPT1 inh 1 and Efflux pump mplx 0.0.
`Cn1c(CNC(=O)Cc2ccc3c(c2)OCO3)nnc1SCc1ccccc1` gave PP5 primary -1.5, GASC-1 inh -15, proCasp3 act -5, HCV core dimer -2, CTSL1 counter 2, procasp7 counter 6, PP1 inh -3, TPT1 inh -4 and Efflux pump mplx -0.1.
For Cc1ccc(CN2CCN(/N=C\C=C\c3ccccc3)CC2)cc1 the results were PP5 primary 3.2, GASC-1 inh -27, proCasp3 act -3, HCV core dimer 4, CTSL1 counter -1, procasp7 counter 10, PP1 inh 5, TPT1 inh 2 and Efflux pump mplx 0.2.
COC(=O)c1cccnc1N1CCN(c2ccccc2F)CC1 was read as PP5 primary -0.7, GASC-1 inh -5, proCasp3 act 0, HCV core dimer 1, CTSL1 counter 4, procasp7 counter -5, PP1 inh -3, TPT1 inh -3 and Efflux pump mplx 0.1.
For CCOc1ccc(OCC)c(S(=O)(=O)N2CCOCC2)c1 the results were PP5 primary -1.3, GASC-1 inh -1, proCasp3 act 4, HCV core dimer -1, CTSL1 counter 1, procasp7 counter -4, PP1 inh -4, TPT1 inh -5 and Efflux pump mplx -0.2.
Screening FC(F)(F)c1cnc(-c2cnc(-c3ccccn3)nc2)c(Cl)c1 returned PP5 primary 0.4, GASC-1 inh -12, proCasp3 act -1, HCV core dimer -4, CTSL1 counter -1, procasp7 counter 7, PP1 inh 8, TPT1 inh -8 and Efflux pump mplx -0.1.
Screening O=C(CN1C(=O)c2cccnc2Oc2ccc(Cl)cc21)Nc1ccc(F)cc1 returned PP5 primary 2.7, GASC-1 inh 136, proCasp3 act -2, HCV core dimer 13, CTSL1 counter 1, procasp7 counter 7, PP1 inh -2, TPT1 inh 5 and Efflux pump mplx 0.1.
`Cc1ccc(NC(=S)Nc2cccc3cnccc23)c(C)c1` gave PP5 primary 3.7, GASC-1 inh -14, proCasp3 act -6, HCV core dimer 3, CTSL1 counter 6, procasp7 counter -7, PP1 inh 3, TPT1 inh 1 and Efflux pump mplx -0.1.
CC1=C(C(=O)OCCNC(=O)c2cccnc2)C(c2cccc([N+](=O)[O-])c2)C(C(=O)OCCN(C)C)=C(C)N1 (stereo unspecified) was read as PP5 primary 2.0, GASC-1 inh -8, proCasp3 act 5, HCV core dimer -3, CTSL1 counter 1, procasp7 counter 15, PP1 inh 0, TPT1 inh -2 and Efflux pump mplx 0.0.
For COc1cc2nc(CN3CCN(S(=O)(=O)c4c(F)cccc4F)CC3)[nH]c(=O)c2cc1OC the results were PP5 primary 1.2, GASC-1 inh 3, proCasp3 act 8, procasp7 counter 4, PP1 inh -2 and Efflux pump mplx -0.1.
`Cc1ccc(Sc2ccc(/C=N/O)cc2[N+](=O)[O-])cc1` gave PP5 primary 7.7, GASC-1 inh 1, proCasp3 act 4, HCV core dimer 5, CTSL1 counter -1, procasp7 counter -14, PP1 inh 3, TPT1 inh 0 and Efflux pump mplx 0.0.
For CCOc1ccccc1N(C)C(=O)c1nn(-c2ccc(OC)cc2OC)c(=O)c2ccccc12 the results were PP5 primary 3.0, GASC-1 inh 5, proCasp3 act 4, HCV core dimer 4, CTSL1 counter -4, procasp7 counter 3, PP1 inh 2, TPT1 inh 3 and Efflux pump mplx 0.2.
For COc1ccc(CCNC(=O)c2ccc(-c3ccc([N+](=O)[O-])cc3Cl)o2)cc1OC the results were PP5 primary 1.7, GASC-1 inh -4, proCasp3 act 2, HCV core dimer 7, CTSL1 counter 3, procasp7 counter 6, PP1 inh 3, TPT1 inh -2 and Efflux pump mplx -0.1.
For O=C(CN1C(=O)NC2(CCCC2)C1=O)Nc1ccc(F)c([N+](=O)[O-])c1 the results were PP5 primary 3.1, GASC-1 inh -5, proCasp3 act 4, HCV core dimer -1, CTSL1 counter -4, procasp7 counter -2, PP1 inh 14, TPT1 inh 2 and Efflux pump mplx 1.1.
For Cc1cc(N(C)C)c(C#N)c(N2CCCCC2)n1 the results were PP5 primary 0.1, GASC-1 inh 21, proCasp3 act -10, HCV core dimer 0, CTSL1 counter -2, procasp7 counter 6, PP1 inh 1, TPT1 inh 1 and Efflux pump mplx 0.0.
Screening O=C(COC(=O)c1ccc([N+](=O)[O-])o1)NC1CCCC1 returned GASC-1 inh 0, proCasp3 act 11, procasp7 counter -1 and Efflux pump mplx -0.2.
Screening CC(=O)Nc1cccc(NC(=O)CSc2nnc(NC(=O)C3CC3)s2)c1 returned PP5 primary 0.7, GASC-1 inh -3, proCasp3 act 7, HCV core dimer 7, CTSL1 counter -4, procasp7 counter 3, PP1 inh -3, TPT1 inh -1 and Efflux pump mplx -0.1.
For CCOC(=O)c1c(NC(=O)CN2C(=O)NC3(CCC(C)CC3)C2=O)sc(C)c1-c1ccc(C)cc1 (stereo unspecified) the results were PP5 primary 0.3, GASC-1 inh 12, proCasp3 act 5, HCV core dimer 1, CTSL1 counter -1, procasp7 counter -2, PP1 inh -2, TPT1 inh -2 and Efflux pump mplx -0.8.
Screening O=C(NCc1ccco1)C1CCN(C(=O)Cc2ccccc2)CC1 returned PP5 primary 1.9, GASC-1 inh 1, proCasp3 act -1, HCV core dimer 1, CTSL1 counter 2, procasp7 counter 6, PP1 inh 1, TPT1 inh 0 and Efflux pump mplx -0.1.
N#Cc1ccccc1NC(=O)COC(=O)COc1ccccc1[N+](=O)[O-] was read as PP5 primary -2.1, GASC-1 inh 8, proCasp3 act 1, HCV core dimer -3, CTSL1 counter -12, procasp7 counter -3, PP1 inh -1, TPT1 inh -1 and Efflux pump mplx -0.1.
CC(OC(=O)Cn1[nH]c(=O)c2ccccc2c1=O)C(=O)Nc1cccc(Cl)c1 (stereo unspecified) was read as PP5 primary 0.1, GASC-1 inh -5, proCasp3 act 7, HCV core dimer -6, CTSL1 counter -17, procasp7 counter -12, PP1 inh 0, TPT1 inh 1 and Efflux pump mplx 0.2.
For Cc1ccc(-n2nc(C)c3c(=O)[nH]c(C(F)(F)F)nc32)cc1 the results were PP5 primary 1.5, GASC-1 inh 3, proCasp3 act 3, HCV core dimer 2, CTSL1 counter -3, procasp7 counter 9, PP1 inh -1, TPT1 inh 3 and Efflux pump mplx 0.0.
`Cc1cc(-c2nc3ncccc3o2)ccc1NC(=S)NC(=O)C(C)C` gave PP5 primary 0.4, GASC-1 inh 1, proCasp3 act 4, HCV core dimer 28, CTSL1 counter 3, procasp7 counter -6, PP1 inh -4, TPT1 inh 1 and Efflux pump mplx 0.0.
